From PubChem
AID inhibitor: blocks human AID cytidine deaminase activity | Q9GZX7 | AID deamination FRET fluorescence, UDG-coupled, 4 h | Potency, µM (series often up to 115 µM), inactives show at the top dose activity change, negative = inhibition, most hits filed as inhibitors | hit rate 0.32% among 91,000; also: nearly all actives have a fitted effect of over 25% in size
Target sequence (Q9GZX7 whole entry, looked up): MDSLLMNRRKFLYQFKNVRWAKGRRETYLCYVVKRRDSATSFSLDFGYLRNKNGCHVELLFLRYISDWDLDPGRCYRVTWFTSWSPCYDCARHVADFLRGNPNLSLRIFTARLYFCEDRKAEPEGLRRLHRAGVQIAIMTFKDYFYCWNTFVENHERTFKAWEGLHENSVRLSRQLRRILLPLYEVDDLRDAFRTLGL
UDG counterscr: blocks uracil-DNA glycosylase in AID counter-screen. FRET deamination/UDG coupled assay, UDG read, 4 h. Potency, µM (titrated, usually from 115 µM), without a hit: at the highest dose activity change, negative = inhibition, hits mostly inhibitors. hit rate 0.14% among 91,000. AID 1347430; also: nearly all actives have a fitted effect of over 65% in size
* hit, by the source's call; ? = inconclusive; & = joins results of further samples; [ ] = another dose, or the depositor's remark. Calls follow the shape of the dose curve; as a rule, active = well fitted curve in the direction sought with a large enough effect; inconclusive = small, poorly fitted or top-dose-only effect, or another doubt; inactive = no such curve, though single readings can be large; an effect the other way counts as inactive or inconclusive. % is scaled to controls: 0 for no effect and ±100 for the full control effect; potency is read from the fitted curve at half-maximal effect. These rows are one share of the data. The share of hits here may be higher or lower than overall.

SMILES	AID inhibitor	UDG counterscr
COc1ccc(-c2cn3nc(SCC(=O)Nc4cc(C)cc(C)c4)ccc3n2)cc1	-13%	-8%
Cc1nc2cccnc2n1C1CCN(S(C)(=O)=O)CC1	23%	10%
CCN1CCc2nc(N)oc2CC1	55%[activator]	0%
O=C(Nc1ccc(S(=O)(=O)N2CCOCC2)cc1)c1nc(-c2ccccc2)n(-c2ccccc2)n1	7%	4%
Cc1cc(C)c2c(-n3cccc3)nn(CCCC(=O)NCc3ccc(Cl)cc3)c2n1	-11%	1%
CCOc1ccccc1C(=O)N[C@H](C(=O)O)C(C)C	-2%	2%
O=C(Cn1cc(SCc2cccc(Cl)c2)c2ccccc21)N1CCOCC1	2%	-12%
COc1cn(CC(=O)Nc2ccccc2)c(CN2CCCCC2)cc1=O	-9%	4%
COc1ccc(Cl)cc1NC(=O)CSc1nc(=O)n(Cc2ccco2)c2c1CCC2	?	-28%
C/C(=N\NC(=O)C1CC1)c1ccncc1	6%	0%
Cc1ccc(-n2nc3c(N4CCCC(C(=O)NCc5ccccc5C)C4)nnc(C)c3c2C)cc1 (stereo not given)	?	-15%
O=C(c1ccccc1Br)N(Cc1ccc2cc[nH]c2c1)C1CC1	-10%	0%
CCc1sc(C(=O)OCC(=O)c2ccc3c(c2)OCCO3)cc1C	20%	-2%
O=C(O)CCCN1CCCCC1	8%	10%
O=C(O)CCC(=O)c1ccc(Br)cc1	3%	1%
Cc1ccc(NC(=O)CC2Nc3cc(C)c(C)cc3NC2=O)c(C)c1 (stereo not given)	27%	-6%
CCCCNC(=O)CN1C(=O)c2cccnc2Sc2ccccc21	0%	0%
CNC(=O)COc1ccc(NC(=O)c2ccc(-c3nn(C)c(=O)c4ccccc34)cc2)cc1	-1%	-1%
O=c1c(=O)n(-c2ccccc2)ccn1Cc1cccc(C(F)(F)F)c1	17%	-4%[57.5 µM]
CCOc1ccc(C(=O)NCCc2sc(-c3ccc(C)cc3)nc2C)cc1	-20%	-19%
Cc1ccc(S(=O)(=O)N(Cc2cnn(C)c2)C(C)C)c(Cl)c1	-3%	1%
Cc1ccc2nc(C)c(C(=O)N3CCCC3C3CCCC3)cc2c1 (stereo not given)	-7%	-4%
CCc1ccccc1NS(=O)(=O)c1ccc2[nH]cc(C(=O)N(CC)Cc3ccccc3)c(=O)c2c1	-12%	1%[57.5 µM]
CCOc1ccc(NC(=O)NC2(C(F)(F)F)Oc3ccccc3O2)cc1	-1%	-8%

Retrieved by compound from the entries so far, two records:
SMILES	AID inhibitor	UDG counterscr
CCCCNC(=O)CN1C(=O)c2cccnc2Sc2ccccc21	0%	0%
CNC(=O)COc1ccc(NC(=O)c2ccc(-c3nn(C)c(=O)c4ccccc34)cc2)cc1	-1%	-1%

The results go on:
SMILES	AID inhibitor	UDG counterscr
Cn1nc(C(=O)N2CCCCC2c2nc3ccccc3s2)c2ccccc2c1=O (stereo not given)	-9%	-2%
CNC(=O)c1c(NC(=O)c2cccc(C)c2)sc2c1CCC2	-9%	1%
COC(=O)C(C)Oc1ccc2cc(-c3ccc(OC)c(OC)c3)c(=O)oc2c1 (stereo not given)	-10%	-8%
Cc1cccc(C(=O)NCc2nc3ccccc3n2Cc2ccccc2Cl)c1	?	-10%[57.5 µM]
CCOc1ccc(NC(=O)CSc2nc3ccsc3c(=O)n2CCC(C)C)cc1	4%	-7%[57.5 µM]
Cc1ccc(C(=O)NCC(F)(F)F)cc1N	5%	4%
Cc1ccc(Cl)cc1Nc1nn2c(=O)c3ccc(C(=O)Nc4ccc(F)cc4)cc3nc2s1	-9%	-1%
CC1CN(S(=O)(=O)c2ccc3c(c2)NC(=O)CC(=O)N3)c2ccccc2O1 (stereo not given)	2%	?
COc1cccc(CNS(=O)(=O)c2cnc(N)nc2)c1	6%	8%
CCCCN(CC)C(=O)c1nn(C)c2c1CSc1ccccc1-2	-15%	3%[57.5 µM]
CC1CCN(C(=O)C2CCN(C(=O)Cc3c[nH]c4ccccc34)CC2)CC1	-8%	-1%
CCc1nn2c(=O)cc(CNc3cc4c(cc3Br)OCCO4)nc2s1	-5%	-1%
CC(=O)c1ccc(NC(=O)COCc2cc(-c3ccco3)on2)cc1	9%	0%
COc1ccc(C(=O)CCC(=O)Nc2ccc(OC)c(Cl)c2)cc1	5%	13%
Cc1oc2ccc(O)c(CN3CCN(C)CC3)c2c1C(=O)Nc1ccc(C(C)C)cc1	-4%	?
CCC(=O)N1CCc2cc(S(=O)(=O)NC(C(=O)Nc3ccc(C(C)=O)cc3)C(C)C)ccc21 (stereo not given)	-5%	24%
CCOc1cc(C(=O)N2N=C(C)CC2(O)C(F)(F)F)ccc1OC(F)F (stereo not given)	12%	2%
Cc1ccc(Cl)cc1NC(=O)Cn1nc(C(=O)O)c2ccccc2c1=O	6%	-2%
CCC(C)(C)NC(=O)CSc1nc(C)c(C)n1C1CCCCC1	-3%	-1%
CCc1c(C)sc2c1CCN(C(=O)Nc1cc(C)cc(C)c1)C2c1ccccc1 (stereo not given)	-13%	-5%
CCn1c(=O)c2cc(C(=O)NCCCN(C)Cc3ccccc3)sc2c2ccccc21	?	-13%
COc1ccc2c(c1)-c1nc(NC(=O)c3ccc(OC)c(Br)c3)sc1CC2	429%[activator]	?
Cn1nc(C(=O)OCc2nc(N)nc(Nc3ccc(Cl)cc3)n2)c2ccccc2c1=O	-6%	0%
CCc1cccc(C)c1NC(=O)C1CCN(S(=O)(=O)Cc2ccccc2)CC1	1%	0%
CCOC(=O)c1ccc(NC(=O)CCc2c(C)nc3nc[nH]n3c2=O)cc1	10%	10%
CCNC(=O)Cn1nc(C2CC2)c2c(C(=O)OC)cc(C3CC3)nc21	-1%	1%
COc1ccc(-c2nc3ccccc3s2)cc1NC(=O)c1ccccc1OC	3%	-12%
Cc1cc(SCC(=O)NCc2ccccc2Cl)nc(=O)[nH]1	69%[activator]	-7%
Cc1nc(SCCOc2ccc(Cl)cc2)[nH]c(=O)c1Cc1ccccc1	-2%	-7%
COc1cccc(CNC(=O)c2cccc(NC(=O)c3nsc4ccccc34)c2)c1	-11%	-5%
N#Cc1ccc(/C=C/C(=O)c2ccc3c(c2)CCC3)cc1	-4%	-1%
COc1ccc(NC(=O)CN2C(=O)COc3ccc(S(=O)(=O)N4CCCCC4)cc32)cc1Cl	-24%	2%[57.5 µM]
Cc1cc(Br)cc(C)c1NC(=O)c1sc2ncn(Cc3cccc(F)c3)c(=O)c2c1C	5%	-7%[57.5 µM]
CCOc1ccc(CN(CC)Cc2cc(=O)oc3ccc(C)cc23)cc1	1%	4%
CC(C)OC(=O)c1ccc2cc(C(=O)OC(C)C)ccc2c1	-3%	3%
CCOC(=O)Cn1c(=O)n(CC2CCCO2)c2nc(-c3ccccc3)nc(C(N)=O)c21 (stereo not given)	9%	1%
CCOc1cc(/C=C/C(=O)c2ccc(Cl)c(Cl)c2)ccc1O	1%	-8%
CC(NC(=O)C1CCCCC1)c1ccc(NC(=O)C2CC2)cc1 (stereo not given)	1%	-5%
CN(C)NC(=S)Nc1ccc([N+](=O)[O-])cc1	-8%	0%
Fc1ccccc1CNC1C2CC3CC(C2)CC1C3 (stereo not given)	1%	4%
Cc1ccc2c(c1)cc1c(=O)n(CC(=O)N(C)c3ccccc3)nc(C)n12	4%	-7%
CCOc1ccc(C(=O)N2CC(=O)Nc3ccc(C)cc3C2c2ccc(F)cc2)cc1OCC (stereo not given)	-20%	-16%
C=C(Cl)COc1ccc(Cl)cc1C(N)=O	-14%	0%
CC(C)c1ccc(-c2nn(-c3ccccc3)cc2/C=N/O)cc1	-10%	-7%
CCOc1ccc(Sc2cc(C(=O)NCc3ccc(F)cc3)c3ccccc3n2)cc1	-31%	-20%
Cc1ccc(C)c(NC(=O)c2ccc(=O)n(CCOc3ccccc3)n2)c1	-7%	-3%
COc1ccc(OC)c(S(=O)(=O)N2CCN(c3cccc(C)c3C)CC2)c1	-7%	-5%
CCCn1c(=O)c2[nH]c(-c3ccc(OCC(=O)NCCN)cc3)nc2n(CCC)c1=O	7%	-2%
Cc1ccc(-c2cc(NC(=O)c3cccc(C)c3)on2)cc1	-7%	-11%
CC(C)(C)c1ccc(/C=N/NC(=O)C23CC4CC(CC(C4)C2)C3)cc1	-2%	1%
COC(=O)C1=C(C)N(C(C)C)C(=O)C1(NC(=O)c1ccccc1OC)C(F)(F)F (stereo not given)	-3%[57.5 µM]	-3%[57.5 µM]
N#CCc1ccc(NC(=O)CCSc2ccc(Cl)cc2)cc1	-10%	-7%
CCN(Cc1ccccc1)C(=O)C1CCN(c2nc3ccccc3o2)CC1	-3%	-6%
FC(F)(F)c1cc(N=Cc2ccc(-c3ccccc3)cc2)cc(C(F)(F)F)c1	-7%	5%
CCn1cc(C(=O)N2CCN(c3ccccc3F)CC2)c(=O)c2cc(S(=O)(=O)N(C)C)ccc21	17%[57.5 µM]	5%[57.5 µM]
CCOc1ccc(CNC(=O)c2ccc3oc(=O)n(Cc4ccccc4)c3c2)cc1	5%	6%
Cc1ccc(-c2c(C(=O)NCc3ccccc3)oc(=O)c3ccccc23)cc1	-29%	-5%
Cc1ccc(CSc2nc3ccsc3c(=O)n2CCC(C)C)cc1	?	-6%[57.5 µM]
CC(C)(C)c1cc(CSc2nc3ccccc3s2)cc(C(C)(C)C)c1O	-2%	3%
Cc1cccc(C(C)C)c1NC(=O)C1CCCC1	10%	8%

A different layout for part of the listing above.
SMILES: N#CCc1ccc(NC(=O)CCSc2ccc(Cl)cc2)cc1
  AID inhibitor: -10%; UDG counterscr: -7%
SMILES: CCN(Cc1ccccc1)C(=O)C1CCN(c2nc3ccccc3o2)CC1
  AID inhibitor: -3%; UDG counterscr: -6%
SMILES: FC(F)(F)c1cc(N=Cc2ccc(-c3ccccc3)cc2)cc(C(F)(F)F)c1
  AID inhibitor: -7%; UDG counterscr: 5%
SMILES: CCn1cc(C(=O)N2CCN(c3ccccc3F)CC2)c(=O)c2cc(S(=O)(=O)N(C)C)ccc21
  AID inhibitor: 17%[57.5 µM]; UDG counterscr: 5%[57.5 µM]

Later entries:
SMILES	AID inhibitor	UDG counterscr
COc1ccc(C(=O)NNC(=O)COCC(=O)Nc2ccc(C#N)cc2)cc1	-5%	-4%
Cc1cc(=O)oc2c1ccc1oc(/C(=N/O)c3ccccc3)c(-c3ccccc3)c12	-12%	5%
O=C(Nc1cccc2c1CCCC2)c1cc(Cl)nc(Cl)c1	-9%	-1%
O=C(COc1ccccc1F)Nc1ccc2nc(SCCOc3ccccc3)sc2c1	12%	-8%
O=C(O)C1(c2cccc(Cl)c2)CC1	-9%	-13%
Cc1cc(C)c(OCCOCCn2c(-c3ccc(Cl)cc3)nc3ccccc3c2=O)c(C)c1	1%	7%
COc1ccc(OC)c(C2CC(=O)N(c3ccccc3)C3=C2C(=O)OC3)c1 (stereo not given)	-1%	-2%
COc1cc(NS(=O)(=O)c2ccc(NC(=O)COc3ccc(Cl)cc3Cl)cc2)nc(OC)n1	13%	5%
Cn1c(SCc2nc3ccccc3o2)nnc1-c1ccccc1	-2%	3%
CCSc1nc2c(c(=O)[nH]c(=O)n2C)n1CC(O)COc1ccc(Cl)cc1 (stereo not given)	0%&8%	11%&-29%
CC(C)(C)c1ccc(C(=O)Nc2c(F)cccc2F)cc1	-8%	-5%
Cc1ccc(N(CC(=O)NCCN2CCOCC2)S(=O)(=O)c2ccc(Cl)cc2)cc1C	-3%	-16%
CCC(C(=O)Nc1ccc(C)c(Cl)c1)n1c(=O)c(-c2ccccc2NC(C)=O)nc2ccccc21 (stereo not given)	?	-9%
O=C(c1ccc2c(c1)N(Cc1ccc(Cl)cc1)C(=O)c1ccccc1S2(=O)=O)N1CCN(c2ccccn2)CC1	-23%	-11%
O=C(O)CCc1ccc(S(=O)(=O)Nc2cccc(S(=O)(=O)N3CCCCC3)c2)cc1	8%	-3%
Cc1ccccc1Nc1c(-c2ccc(N3CCOCC3)cc2)nc2ccccn12	?	-15%
CC(C)CC(=O)Nc1cccc(C(=O)Nc2ccc(C(=O)O)cc2)c1	2%	4%
CCc1ccccc1NC(=O)c1sc(-n2nc(C)c(Cc3ccccc3)c2C)nc1C	-5%	0%
CCCCCCn1c(NCCO)nc2c1c(=O)n(C)c(=O)n2C	1%	0%
O=C1CC2CS(=O)(=O)CC2N1c1ccc(N2CCOCC2)cc1 (stereo not given)	2%	4%
Cc1cccc(OCCN(C)C(=O)COc2ccc3c(C)cc(=O)oc3c2)c1	-14%	0%
COc1cccc(NC(=O)N2CCC(CN3CCOCC3)CC2)c1	1%	3%
COc1ccccc1CNc1nc2c(S(=O)(=O)c3ccc(C)c(C)c3)nnn2c2ccc(Cl)cc12	5%	-6%
COc1ccc(-n2c(=O)c3c(c4cc(OC)ccc4n3C)n(Cc3cc(C)ccc3C)c2=O)cc1	20%	-2%
Cc1ccc(NC(=O)Cn2c(=O)n(CCCS(=O)(=O)C3CCCCC3)c(=O)c3ccccc32)cc1F	-3%	-4%
CCOc1ccc(NC(=O)CCS(=O)(=O)c2cccc3nonc23)cc1	17%	?
CCNC(=O)c1cc(-c2ccc(OC)cc2OC)nc2ccccc12	7%	9%
Cn1c(CNC(=O)C(Cc2ccccc2)NC(=O)Cc2ccc(Cl)cc2)cc(=O)n(C)c1=O (stereo not given)	3%	9%
CC(C)CC(=O)Nc1nc2c(s1)CC(C(C)(C)C)CC2 (stereo not given)	-17%	?
COc1ccc(C2CCCN2C(=O)NCCn2ccnc2)c(OC)c1 (stereo not given)	2%	6%
CSc1cccc(-n2nnc(-c3nsc(NC(=O)c4cccs4)n3)c2C)c1	-21%	-16%
COc1ccc2cc(C(=O)N3CCN(c4ccccc4O)CC3)c(C)nc2c1	-8%	-2%
